Pf gamet viab: P. falciparum stage V gametocyte viability inhibition. P. falciparum stage V gametocytes, ATP luminescence, 24 h. inhibition, % at 10.9 µM. 150,000 compounds, 0.065% hits. AID 743093;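 active = inhibition above the mean plus 3 SD of compounds within the control limits, set per campaign, cut at about 38% in these data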;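 also: 0% = DMSO wells and 100% = medium only without gametocytes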
Active calls of the source: *. These rows are one share of the data (hit frequency here may not be typical).

| SMILES | Pf gamet viab |
| --- | --- |
| COc1cc(-c2nnc3sc(-c4ccncc4)nn23)cc(OC)c1OC | 13.9 |
| O=C(COC(=O)CNC(=O)C1CCCCC1)Nc1ccccc1Cl | 3.3 |
| O=C(O)c1ccc(NC(=S)NCc2ccccc2)cc1 | -8.8 |
| CC1Cc2c([nH]c3ccccc23)C(=O)N1 (centres undefined) | 6.9 |
| COc1cccc(NC(=O)C2CCCO2)c1 (centres undefined) | 7.4 |
| S=c1[nH]nc(COc2ccccc2)n1-c1ccc(Cl)cc1 | 15.5 |
| CCOC(=O)[C@H]1[C@H]2COc3ccc(C)cc3[C@@H]2N2C(=O)c3ccc(F)cc3NC(=O)[C@@]12C | 15.8 |
| O=C1NC[C@@H](c2ccccc2)OC(=O)[C@@H](Cc2ccc(F)cc2)C/C=C\C[C@@H]1CC(=O)N(CCO)Cc1ccccc1 | -12.5 |
| CC[C@]12C(=O)N(C)C[C@H]([C@@H]3C(=O)N(Cc4ccccc4)C(=O)[C@@H]31)N2C(=O)c1ccccc1 | -24.1 |
| COC(=O)C(Cc1ccccc1)NC(=O)CC(C)CC(=O)Nc1ccc(C)cc1 (centres undefined) | -12.9 |
| CC(C)(C)NC(=O)c1cc2c(ccc3ccccc32)oc1=O | 11.6 |
| Cc1cccc(OCCCCN2CCNCC2)c1 | -1.3 |
| C=CC[C@@H](CC(=O)N(CCO)Cc1ccccc1)C(=O)N[C@H](C)COC(=O)[C@@H](CC=C)Cc1ccc(F)cc1 | -2.3 |
| C[C@H](CO)N1C[C@H](C)[C@H](CN(C)C(=O)Nc2ccc(C(F)(F)F)cc2)Oc2c(NC(=O)c3ccncc3)cccc2C1=O | -22.1 |
| COc1cccc(NC(=S)N2CCC(C(=O)c3ccc(F)cc3)CC2)c1 | 3.5 |
| CC(C)(C)N1C(=O)[C@H]2[C@@H](c3ccc(Br)cc3)N3C(=O)N(c4ccccc4)C(=O)[C@@]3(C)[C@H]2C1=O | 17.4 |
| CC1=NN(C(=O)c2ccccc2Cl)C(O)(c2ccccc2)C1 (centres undefined) | -4.2 |
| COc1ccc(S(=O)(=O)N(C)C[C@H]2Oc3ccc(NC(=O)C4CC4)cc3C(=O)N([C@H](C)CO)C[C@@H]2C)cc1 | 3.7 |
| O=C(Cc1cccs1)NCc1ccc(Cl)cc1Cl | -5.5 |
| CCOc1ccc(/C=C(\C#N)C(=O)NC2CC2)c(OCC)c1 | 12.1 |
| C[C@H]1COC(=O)[C@@H](Cc2ccc(F)cc2)CC/C=C/C[C@H](CC(=O)N(CCO)Cc2ccccc2)C(=O)N1 | 17.7 |
| O=C(Nc1cccc(NC(=O)c2ccccc2)n1)c1ccccc1 | -12.0 |
| COc1ccccc1CNC(=O)CC(C)c1ccccc1 (centres undefined) | -7.8 |
| COc1ccccc1OCCn1c(=S)[nH]c2ccccc21 | -11.2 |
| CCN1C(=O)[C@H]2[C@@H](c3ccc(C)cc3)N3C(=O)N(c4ccccc4)C(=O)[C@@]3(C)[C@H]2C1=O | -1.0 |
| Cc1ccc(N2C(=O)CC(Sc3nc(C)cc(C)n3)C2=O)cc1 (centres undefined) | 15.0 |
| O=C(NCc1ccco1)C1(S(=O)(=O)c2ccccc2)CC=CC1 | 20.2 |
| COc1ccc(C(=O)NNC(=S)NC(=O)c2ccc(Cl)cc2)cc1 | -15.2 |
| CCOC(=O)[C@H]1[C@H]2COc3ccc(C)cc3[C@@H]2N2C(=O)[C@@H](CO)NC(=O)[C@@]12C | -16.5 |
| COC(=O)C[C@H]1c2cc(C(F)(F)F)ccc2S(=O)(=O)N1Cc1ccccc1OC | -6.8 |
| Cc1ccccc1CC(=O)Nc1cccnc1 | 0.7 |
| CC(=O)c1cccc(NC(=O)c2ccccc2N(C)S(=O)(=O)c2ccc(C)cc2)c1 | -10.9 |
| COc1ccc(CCNC(=O)CCC(=O)NC2CCCCC2)cc1OC | 5.5 |
| CCC1CCC(N2CCN(c3ccc(F)cc3)CC2)CC1 (centres undefined) | 2.7 |
| O=C(O)c1ccccc1C(=O)OCCc1cc2ccccc2c(=O)o1 | -1.7 |
| COc1c(F)cccc1C1=CC(=O)C[C@H](c2ccc3c(c2)OCO3)C1 | 26.4 |
| O=C(CC(c1ccccc1)c1ccccc1)Nc1ccc(O)cc1 | 0.6 |
| CC1(C)c2[nH]c3ccccc3c2C[C@@H]2C(=O)N(Cc3ccc(F)cc3)C(=O)N21 | 12.1 |
| OCC1(Cc2ccccc2F)CCCN(Cc2c(F)ccc(F)c2F)C1 (centres undefined) | -14.9 |
| CC(C)C[C@@H](CN=[N+]=[N-])N1CCN(CC(C)C)CCC1=O | 10.0 |
| CC(O)[C@H]1CN=C(N)N1CC1CCCCC1 (some centres undefined) | -1.4 |
| O=C1C=C(c2cc3ccccc3s2)C[C@@H](c2ccc3c(c2)OCO3)C1 | -12.0 |
| Cc1cccc(NC(=S)N2CCN(c3ccccn3)CC2)c1 | 12.3 |
| Oc1ccc(-c2nnc(SCc3ccccc3)o2)cc1 | -4.4 |
| C=CCn1c2ccccc2c(=O)c2cc(C#Cc3cc(OC)cc(OC)c3)ccc21 | -2.4 |
| Cc1c(C(C)C[C@H](C)O)oc(=O)c2c1Oc1c(C)c(C(C)C[C@H](C)O)oc(=O)c1C2 (some centres undefined) | -14.3 |
| CCCNC(=O)CS(=O)(=O)c1ccccc1 | 7.8 |
| COc1cc(-c2noc(C3CCCN(C(=O)c4c(F)cccc4F)C3)n2)cc(OC)c1OC (centres undefined) | -11.9 |
| O=C(CN1CCN(Cc2ccccc2)CC1)NCc1ccc(Cl)cc1 | -1.0 |
| O=[N+]([O-])c1cc2c(cc1CN1CCN(CCOCCO)CC1)OCO2 | -6.0 |
| COc1ccc(C(c2c(C)n(C)n(-c3ccccc3)c2=O)c2c(C)n(C)n(-c3ccccc3)c2=O)cc1OC | 7.5 |
| CC(C(=O)Nc1ccccc1)C(=O)Nc1ccccc1 | -30.7 |
| O=C(C[n+]1cccc(Br)c1)c1cccs1 | 8.8 |
| CSc1ccc(CN2CCCC(N3CCN(c4ccccc4)CC3)C2)cc1 (centres undefined) | 5.6 |
| CCC(=O)NC(C)c1cc(Cl)c2ccccc2c1O (centres undefined) | -6.9 |
| CCN(CC)C(=O)c1[nH]cnc1C(=O)NCC(=O)OC(C)(C)C | 13.5 |
| Cc1ccc(-c2ccc(C#N)c(=O)n2CC(=O)N(C)C)cc1 | -11.6 |
| OCCc1c[nH]c2ccc(C(F)(F)F)cc12 | 12.5 |
| CC(Nc1nc(-c2ccc(F)cc2)cs1)c1nc2cc(C(F)(F)F)ccc2n1CCOCCO (centres undefined) | -4.5 |
| CC(=O)Nc1ccc(NS(=O)(=O)c2ccc3c(c2)n(C)c(=O)n3C)cc1 | 19.9 |

Continued:
| SMILES | Pf gamet viab |
| --- | --- |
| COc1ccc(CCNC(=O)c2ccccc2)cc1 | 1.7 |
| C=C1CC2C(=O)N(Cc3ccccc3)C(C(=O)OCC)(C(=O)OCC)C1N2C(=O)OC(C)(C)C (centres undefined) | -6.5 |
| Cc1ccccc1S(=O)(=O)N1CCN(C)CC1 | -13.9 |
| C[C@@H]1CN([C@H](C)CO)C(=O)c2cccc(NC(=O)c3ccncc3)c2O[C@@H]1CN(C)Cc1ccc(C(=O)O)cc1 | -7.6 |
| CCSc1nnc(NC(=O)CCC2CCCCC2)s1 | 6.9 |
| COC(=O)Cc1cc(=O)n2c(nc3ccccc32)[nH]1 | 5.6 |
| CC(=O)Nc1ccc(Nc2nc(C(F)(F)F)nc3c2nnn3Cc2ccccc2Cl)cc1 | -9.0 |
| O=C(NC1CCCc2ccccc21)c1cccc(F)c1 (centres undefined) | 1.1 |
| COCCN=C1N[C@@H](c2cccc(C(F)(F)F)c2)C(C(=O)OC)=C(C)N1Cc1ccccc1 | -28.1 |
| CC1=NN(CCc2ccccn2)C(=O)CC1 | -13.5 |
| C[C@H]1CCC(=O)N([C@H](CN=[N+]=[N-])Cc2ccccc2)CC1 | -20.1 |
| COc1ccc(CNc2ncc(-c3ccc(Br)cc3)n2C)cc1OC | -6.1 |
| CN(C)Cc1ccc(-c2nc3cccc4c3n2CCNC4=O)cc1 | 13.4 |
| O=C1C=C(c2ccoc2)N2CCC[C@H]2C1 | 13.7 |
| O=C(O)c1ccc2cc(-c3ccccc3)[nH]c2c1 | 12.6 |
| Cc1ccc(C)c(NC(=O)c2cc[n+](C)cc2)c1 | 1.2 |
| COc1cccc(-c2nc(-c3ccccc3)c(-c3ccccc3)[nH]2)c1OCC(=O)O | -12.5 |
| COc1cccc(S(=O)(=O)NCC(=O)N2CCCC2)c1 | 14.6 |
| CCCCCCSc1ccc([C@@H]2[C@H]3C(=O)N(CC)C(=O)[C@H]3[C@]3(C(=O)OC)CCCCN23)cc1OC | 11.8 |
| CCc1ccc(OCC(O)CN2CCN(CCO)CC2)cc1 (centres undefined) | 6.8 |
| CC(C)(C)c1ccc(C(=O)NCc2ccco2)cc1 | -0.9 |
| Cc1cc(=O)[nH]c2ccc(S(=O)(=O)Nc3ccc(O)cc3)cc12 | -50.9 |
| C[C@H]1COC(=O)[C@H](Cc2ccc(F)cc2)CC/C=C/C[C@@H](CC(=O)N[C@@H](CO)Cc2ccccc2)C(=O)N1 | 14.4 |
| CCNc1nc2c(c(=O)[nH]c(=O)n2C)n1CCCc1ccccc1 | 15.3 |
| S=C(c1ccc(OCc2ccccc2)cc1)N1CCCC1 | 8.3 |
| NC(=O)CC(NC(=O)Cc1cccc2ccccc12)c1ccc(NCCN2CCCCC2)c([N+](=O)[O-])c1 (centres undefined) | -5.8 |
| CC(C)C[C@H]1COCCS(=O)(=O)N1Cc1ccc(Cl)c(Cl)c1 | 4.1 |
| COc1cccc(C(=O)NNS(=O)(=O)c2ccc(C)cc2)c1 | -0.4 |
| O=C1NN(c2ccc(Br)cc2)C(=O)/C1=C\c1ccc(O)cc1O | 27.9 |
| O=C(Cc1ccccc1[N+](=O)[O-])NC1CCN(Cc2ccccc2)CC1 | 7.3 |
| CCN1C(=O)[C@@H]2[C@@H](c3ccc(-c4ccccc4)cc3)N3CCCC[C@@]3(C(=O)OC)[C@@H]2C1=O | -26.6 |
| O=[N+]([O-])C1C(c2ccccc2)=NOC1c1ccccc1O (centres undefined) | 3.3 |
| COc1cc(CNC(=O)c2cc3ccccc3oc2=O)cc(OC)c1OC | 22.3 |
| CC(C)NC(=O)CN(C(=O)CCC(=O)Nc1nccs1)c1ccc(C(C)C)cc1 | 8.1 |
| CCOC(=O)N1CCC(NCCNC(=O)c2ccc(F)cc2)CC1 | -11.1 |
| O=C(O)CN=CC1=C(O)CC(c2ccccc2)CC1=O (centres undefined) | 14.7 |
| Cc1ccc2nc(-c3ccc(O)c(O)c3)cn2c1 | 14.0 |
| CCCN1CCC(=O)N([C@H](CO)CC(C)C)CC1 | -19.2 |
| CCc1nnc(NC(=O)CCC2CCCCC2)s1 | -1.3 |
| Cc1ccc(NC(=O)Nc2ccccc2)nc1 | 4.5 |
| Cc1cc(C)cc(OCC(=O)Nc2ccncc2)c1 | -2.8 |
| O=C(CN1CCOCC1)N/N=C/c1cccc2ccccc12 | -6.6 |
| CCc1ccccc1N1C(=O)C(Cl)=C(N2CCOCC2)C1=O | -17.1 |
| CCN(CC)S(=O)(=O)c1cccc(C(=O)NCCc2ccccc2)c1 | 8.0 |
| C=CCC[C@@H](Cc1ccc(F)cc1)C(=O)OC[C@@H](Cc1c[nH]c2ccccc12)NC(=O)[C@@H](CC=C)CC(=O)N[C@H](CO)Cc1ccccc1 | 12.0 |
| C=CCn1c(=O)c(C(=O)Nc2ccc(C)cn2)c(O)c2ccccc21 | 0.5 |
| CCCCCCCNC(=O)C1(CC2CC(c3ccccc3)=NO2)CCNCC1 (centres undefined) | -15.6 |
| COc1ccc(CNCc2ccc3c(c2)OCO3)c(OC)c1OC | 20.9 |

Overlap with the part before: four entries; new compounds follow.
| SMILES | Pf gamet viab |
| --- | --- |
| C=CCC[C@@H](Cc1ccc(F)cc1)C(=O)OC[C@@H](Cc1c[nH]c2ccccc12)NC(=O)[C@@H](CC=C)CC(=O)N[C@H](CO)Cc1ccccc1 | 12.0 |
| C=CCn1c(=O)c(C(=O)Nc2ccc(C)cn2)c(O)c2ccccc21 | 0.5 |
| CCCCCCCNC(=O)C1(CC2CC(c3ccccc3)=NO2)CCNCC1 (centres undefined) | -15.6 |
| COc1ccc(CNCc2ccc3c(c2)OCO3)c(OC)c1OC | 20.9 |
| CC1CCN(C(=O)Cn2nnc(-c3ccc(N)cc3)n2)CC1 | -37.1 |
| O=C1C=C(c2cc(F)ccc2F)C[C@@H](c2ccc(F)cc2)C1 | -50.4 |
| c1ccc2c(N3CCOCC3)c3c(nc2c1)CCC3 | 10.5 |
| Cc1ccc(S(=O)(=O)N2CCCC2C(=O)NCc2ccccc2Cl)cc1 (centres undefined) | -22.4 |
| Fc1cccc(CCN2CCNC[C@@H]2Cc2ccccc2)c1 | 1.2 |
| c1ccc(SCCCCN2CCOCC2)cc1 | -6.1 |
| O=C1c2ccccc2S(=O)(=O)c2cc(N3CCC(C(=O)N4CCCCC4)CC3)ccc21 | 2.9 |
| Cc1cccc(-c2ccc3ncnc(NCc4cccnc4)c3c2)c1 | -9.3 |
| COc1ccc(C)cc1NS(=O)(=O)c1ccc2c(c1)oc(=O)n2C | -5.3 |
| CSCCC(=O)N1CCCC(N2CCN(c3cccc(C(F)(F)F)c3)CC2)C1 (centres undefined) | -5.1 |
| Cc1nc2ccccc2n1CC(=O)c1ccc(O)c(O)c1 | -15.3 |
| C=CC[C@@H](CC(=O)N[C@H](CO)Cc1ccccc1)C(=O)N[C@H](COC(=O)[C@@H](CC=C)Cc1ccc(F)cc1)Cc1ccccc1 | -25.5 |
| NC(=O)CC(NC(=O)Cc1ccc(Cl)cc1)c1ccc(NC2CC3CCC2C3)c([N+](=O)[O-])c1 (centres undefined) | -9.5 |
| CCOc1cccc(Nc2ccc([N+](=O)[O-])cn2)c1 | 4.7 |
| COc1ccc(C(=O)CN2CCN(CCN3C(=O)c4cccc5cccc(c45)C3=O)CC2)cc1 | -4.9 |
| N#Cc1ccc(CSc2ccccn2)c(Cl)c1 | -6.7 |
| COc1cccc2oc(CCc3ccccc3)cc(=O)c12 | -20.0 |
| CC(=O)N(C)c1ccc(NC(=O)Cc2cccc3ccccc23)cc1 | 0.9 |
| C=CCN([C@@H](CC(C)C)C(=O)OC)S(=O)(=O)N(CC=C)[C@@H](CC(C)C)C(=O)OC | 0.0 |

From PubChem BioAssay
